HMGR II inh = inhibitors of E. faecalis class II HMGR, primary screen, biochemical, Enterococcus faecalis; HMG-CoA reductase (Enterococcus faecalis, mvaE); purified E. faecalis HMGR, NADPH absorbance 340 nm kinetic; inhibition, % at 10 µM; 190,000 tested, 0.41% active;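 active = inhibition above a set limit, the median over all tested compounds plus 3 SD, cut at about 9.5% in these data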;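 also: enzyme runs in reverse so mevalonate oxidation gives rising NADPH absorbance; 0% = complete reaction with DMSO and 100% = background rate lacking mevalonate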
APP 5'UTR act = activators of APP 5'UTR luciferase reporter, primary screen, SH-SY5Y cells; AID 1276, 2008; SH-SY5Y APP 5'UTR luciferase reporter, luminescence; zero percent = DMSO vehicle wells; 190,000 tested, 1% active; activation, % at 2 µM;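 active = activation above a set limit, based on mean plus 3 SD of controls, cut at about 140% in these data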; also: values of inactives mirror those of a sister screen read the other way
FLuc act counter = FLuc activators, initial screening, artefact control for FLuc-dependent activation tests, biochemical, ATPlite luminescence; Luciferin 4-monooxygenase (Photinus pyralis), P08659; ATPlite luciferase biochemical, 10 min; 0 = ATP-free wells, 1 = DMSO control; activation factor at 10 µM; 200,000 tested, under 10 active; AID 1027, 2008;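 active = luciferase activation factor, scaled between plate controls, of at least 2 with compound at 10 µM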
Target sequence (P08659 whole entry, looked up): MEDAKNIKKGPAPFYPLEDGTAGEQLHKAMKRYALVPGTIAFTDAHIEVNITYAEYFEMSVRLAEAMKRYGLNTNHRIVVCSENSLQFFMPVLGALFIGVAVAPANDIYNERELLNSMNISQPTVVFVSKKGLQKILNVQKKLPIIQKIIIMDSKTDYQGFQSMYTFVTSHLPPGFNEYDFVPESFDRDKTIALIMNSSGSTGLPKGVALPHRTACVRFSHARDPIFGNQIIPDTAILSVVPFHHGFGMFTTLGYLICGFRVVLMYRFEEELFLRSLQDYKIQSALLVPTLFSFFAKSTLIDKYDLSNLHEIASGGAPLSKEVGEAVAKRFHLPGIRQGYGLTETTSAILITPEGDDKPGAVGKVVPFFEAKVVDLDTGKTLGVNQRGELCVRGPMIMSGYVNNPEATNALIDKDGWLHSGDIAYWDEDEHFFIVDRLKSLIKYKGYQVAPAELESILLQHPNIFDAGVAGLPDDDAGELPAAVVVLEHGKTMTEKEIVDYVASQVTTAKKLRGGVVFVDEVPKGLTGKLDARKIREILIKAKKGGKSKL
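System: luciferase plus luciferin reagent, cell-free; medium: PBS as buffer for the ATP substrate; dosing: test compounds dosed from 2 mM stocks in 100% DMSO; timing: 10 min post-reagent at room temperature; measured by: luminescence measurement of luciferase light output; evaluation: luciferase activation, seen as luminescence increase over controls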
NF-kB neuron act = activators of NF-kB expression in neurons, primary screen, cell-based, HTS. human neuronal cells, NF-kB reporter expression; active compounds read high. fold change at 12.5 µM. 190,000 tested, 1.6% active. AID 1239, 2008; in the data active = fold change above about 3.3
FLuc inh counter = firefly luciferase enzyme inhibitors, primary screen, artefact control for luciferase-based inhibitor screens, biochemical, luminescence, ATPLite | Luciferin 4-monooxygenase (Photinus pyralis), P08659 | 10 min | 200,000 tested, 1.5% active | inhibition, % at 10 µM;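 active = inhibition above about 50% when tested at 10 µM, limit read from the data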
Redox H2O2 prof = compounds producing H2O2 with reducing agent – biochemical, NIH compound library profiling, artefact control for MLSCN library redox annotation, primary screen; DTT-dependent redox cycling H2O2, phenol red/HRP absorbance; 100% = 100 µM peroxide control, 0% = buffer; activation, % at 10 µM; 200,000 tested, 0.03% active; AID 878, 2007;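 active = activation of at least 50% relative to the plate's high and low controls in the primary single-dose screen; inactive = activation below 50%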;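 also: compound incubated with DTT at 0.8 mM final as the reducing agent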
Hsp70 activator = Hsp70 transcriptional activators, primary screen, cell-based, HeLa, Hsp70 promoter luciferase, luminescence, 10 µM; AID 1203, 2008; activation, % at 10 µM; 200,000 tested, 0.04% active; HeLa Hsp70 promoter luciferase reporter; scaled: vehicle 0, proteasome-inhibitor control 100%;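 active = activation above the mean across all tested compounds plus 3 SD, cutoff set per campaign, cut at about 5.5% in these data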;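 also: 100% = MG132 at 30 µM as the positive control and 0% = DMSO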
G6PDH CS = L. mesenteroides G6PDH inhibitors, counter-screen for G6PDH-coupled screening assays, biochemical, Leuconostoc mesenteroides enzyme | Purified L. mesenteroides G6PDH, diaphorase/resazurin coupled fluorescence, 45 min | inhibition, % at 5 µM | 200,000 tested, 0.12% active | AID 1020, 2008; in the data active = inhibition above about 50%
STAT1 activator = STAT1 signaling activators, primary screen, cell-based, HTS, luciferase reporter; AID 932, 2007; activation (% of control), % at 5.5 µM; 200,000 tested, 2.6% active; NIH 3T3 STAT1-luciferase reporter, IFN-gamma, luminescence; 100% = IFN-gamma alone, no compound;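 active = activation above the screen-wide mean activation plus 3 SD, cut at about 130% in these data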;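 also: raw ratio to IFN-gamma control signal so 100% means no change and 0% no light; values of inactives mirror those of a sister screen read the other way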
APP 5UTR inh = inhibitors of APP translation via 5'UTR reporter, primary screen, APP 5'UTR luciferase, SH-SY5Y cells; inhibition, % at 2 µM; 190,000 tested, 0.82% active; SH-SY5Y APP 5'UTR-luciferase reporter, luminescence;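 active = inhibition above a set limit, derived from the sample mean plus 3 SD, cut at about 45% in these data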; also: values of inactives mirror those of a sister screen read the other way
* = called active by the depositor; nt = no result given.

Under each structure – FLuc inh counter	APP 5'UTR act	NF-kB neuron act	G6PDH CS	FLuc act counter	Hsp70 activator	Redox H2O2 prof	HMGR II inh	STAT1 activator	APP 5UTR inh
> Cc1ccc(-c2csc(N/N=C/c3ccco3)n2)cc1
  -1.9	24.8	2.92	3.2	1	-0.1	-4.8	1.6	115.5	-24.8
> COC(=O)c1cccc(-c2ccc(/C=N/N3C(=O)C4C5C=CC(C6CC56)C4C3=O)o2)c1 (stereo unspecified)
  -2.9	-6.7	nt	15.8	1	0.3	-0.1	-0.6	107.1	6.7
> O=c1c2ccccc2nnn1CSc1nc2ccccc2[nH]1
  1.5	65.8	2.16	1.7	1	-0.2	0.0	-5.8	135.0*	-65.8
> Cc1c(NC(=O)COC(=O)C2(c3ccc(F)cc3)CCCC2)c(=O)n(-c2ccccc2)n1C
  -5.5	-7.3	0.97	6.0	1.1	-0.1	0.6	-9.2	96.0	7.3
> CC(=O)c1cccc(N(C(=O)Cn2nnc3ccccc32)C(C(=O)NC2CCCCC2)c2cn(C)nc2C)c1 (stereo unspecified)
  -4.6	nt	0.96	12.6	1	-0.7	-0.1	-2.6	90.7	nt
> CSc1c(-c2ccccc2)nc2ccc(Cl)cc2c1C(=O)O
  -3.3	-11.8	1.14	3.4	1	-0.3	-4.9	-2.7	95.7	11.8
> COc1cc(/C=N/Nc2ccc(F)cc2F)cc(OC)c1OC
  -1.8	10.7	1.12	-25.3	1	-0.5	0.2	-12.9	99.7	-10.7
> CN(C)c1ccc(O)c2c1CC1CC3[C@@H](N(C)C)C(=O)C(C(N)=O)=C(O)[C@]3(O)C(=O)C1=C2O (stereo partly specified)
  -3.3	3.0	0.82	31.3	1	-0.2	1.2	-0.7	106.3	-3.0
> Cc1ccc2[nH]c(-c3ccccc3)c(CN3CCN(C)CC3)c(=O)c2c1
  -1.4	-2.7	1.14	6.0	1	-0.1	0.0	-6.5	93.0	2.7
> O=C(Cc1cccc2ccccc12)Nc1cccnc1
  -1.7	-10.7	1.14	2.6	1	-0.4	0.6	-6.8	90.4	10.7
> O=C(CSc1nc2ncccc2[nH]1)NCc1ccccc1
  2.8	13.7	1.21	13.7	1	-0.3	0.1	-9.5	97.9	-13.7
> COc1ccccc1NC(=O)c1csc2c1CCC(C)C2 (stereo unspecified)
  10.3	-3.1	1.47	10.3	0.9	-0.1	-0.2	0.6	99.6	3.1
> CC(C)(C)OC(=O)NCCCCc1cn(CC(=O)N2CCN(C(=O)OC(C)(C)C)CC2)nn1
  -0.4	-17.9	1.1	-4.4	1	-0.1	0.5	-5.7	96.7	17.9
> CS(=O)(=O)N1CCCC(C(=O)Nc2ccc3c(c2)OCCO3)C1 (stereo unspecified)
  -1.3	11.1	1.34	-1.6	1	-0.3	-0.4	-0.3	98.1	-11.1
> O=C(COC(=O)c1cccnc1Cl)NCC1CCCO1 (stereo unspecified)
  -8.5	11.6	0.99	-0.5	1.1	0.0	-0.1	-3.3	87.4	-11.6
> O=C(COC(=O)CSc1ccc2ccccc2c1)Nc1ccccc1OC(F)F
  -7.4	19.1	1.87	-12.4	1.1	-0.3	0.8	-11.9	100.7	-19.1
> Cc1ccc(NCC(=O)N/N=C/c2ccncc2)cc1
  1.5	23.0	1.69	22.5	1	-0.4	-2.0	-2.9	99.9	-23.0
> COc1cccc(C(=O)NC2CC3CCCC(C2)N3CC(=O)Nc2ccccc2)c1 (stereo unspecified)
  1.8	-6.9	0.82	10.6	1	-0.2	-0.2	0.7	96.2	6.9
> Cc1cc2c(c(=O)n1Cc1ccco1)C(c1ccccc1)C(C#N)=C(N)O2 (stereo unspecified)
  -6.5	7.5	1.24	3.4	1.1	-0.1	-0.9	3.8	95.2	-7.5
> Cc1cccc(Cn2c(C)nc3c(N)c(C)c(C)cc32)c1
  -3.3	16.8	1.17	-2.9	1	-0.4	-0.9	-2.8	97.5	-16.8

3 of the entries above in order of the NF-kB neuron act value, ascending.
Structure | NF-kB neuron act
CSc1c(-c2ccccc2)nc2ccc(Cl)cc2c1C(=O)O | 1.14
O=C(CSc1nc2ncccc2[nH]1)NCc1ccccc1 | 1.21
COc1ccccc1NC(=O)c1csc2c1CCC(C)C2 (stereo unspecified) | 1.47

Next part
Under each structure – FLuc inh counter	APP 5'UTR act	NF-kB neuron act	G6PDH CS	FLuc act counter	Hsp70 activator	Redox H2O2 prof	HMGR II inh	STAT1 activator	APP 5UTR inh
> COC(=O)N1CCN(c2ccc(OC)cc2)CC1
  -3.5	7.8	1.43	0.0	1	-0.2	1.2	-4.0	100.9	-7.8
> COCCCn1c(SCC(=O)Nc2sc3c(c2C#N)CCCC3)nnc1-c1ccncc1
  -7.8	-11.6	0.85	-1.4	1.1	-0.3	0.7	-5.0	101.3	11.6
> O=C(Nc1ccc(F)c(Cl)c1)C1CC(=O)n2c(nc3ccccc32)N1 (stereo unspecified)
  -5.6	-14.1	1	15.2	1.1	-0.3	0.2	-1.3	106.8	14.1
> COc1ccc(CC(CC(=O)O)C(=O)Nc2ccccc2)cc1 (stereo unspecified)
  -4.3	5.7	1.19	7.3	1	-0.1	0.2	-0.5	104.2	-5.7
> Cc1nn2c3ccccc3n(CC(=O)c3cccs3)c2nc1=O
  -2.5	10.0	1.14	21.0	1	-0.1	-0.5	-4.9	101.9	-10.0
> Cc1ccccc1-n1c(C)cc(/C=C2\NC(=O)NC2=O)c1C
  83.9*	38.6	0.97	13.0	0.2	0.2	0.7	0.5	113.5	-38.6
> COc1ccc(NC(=O)Cn2cccc2)cc1Cl
  -1.4	15.9	1.12	-1.0	1	0.1	1.9	10.6*	100.6	-15.9
> CCOc1ccc(N(CC(=O)NCCc2ccc(Cl)cc2)S(=O)(=O)c2c(C)[nH]c(=O)[nH]c2=O)cc1
  -8.1	11.6	0.92	-2.5	1.1	0.2	0.1	3.0	109.1	-11.6
> COc1cc(C)ccc1S(=O)(=O)N1CCCCCC1
  -8.3	5.8	1.2	9.2	1.1	-0.3	-1.0	-3.0	121.9	-5.8
> CN(C)CCN1CCc2ccccc21
  -3.1	-7.0	0.9	9.4	1	-0.3	0.2	-1.1	99.9	7.0
> O=C(NCCc1c[nH]c2ccc(Cl)cc12)c1cccnc1
  -7.6	13.7	0.91	0.5	1.1	-0.1	2.0	-11.9	96.0	-13.7
> C=C(C)CSc1nnc2n(N)c(=O)c3ccccc3n12
  -2.7	3.4	1.48	4.2	1	-0.1	0.2	-1.0	99.7	-3.4
> Cc1cc2c(c(=O)n1C)C(C(C)C)C(C#N)=C(N)O2 (stereo unspecified)
  -5.1	9.7	1.25	-15.6	1.1	0.4	-3.9	0.1	94.2	-9.7
> COc1ccc(-c2nc3ccc(C(=O)NCC(OC)OC)cc3nc2-c2ccc(OC)cc2)cc1
  -2.7	-15.9	0.58	3.5	1	-0.1	-0.5	-4.2	93.5	15.9
> Cc1nc2cc(NC(=O)Nc3nccs3)ccc2n1C
  81.0*	82.2	2.46	4.8	0.2	0.2	1.0	-1.3	102.4	-82.3
> COc1ccc(OC)c(NC(=S)NN2CCN(C)CC2)c1
  -4.1	-1.6	0.98	-14.4	1	-0.2	-0.8	-0.7	94.7	1.6
> Cc1cccc(C)c1C(OCCN(C)C)C1CCCCC1 (stereo unspecified)
  -8.9	16.1	1	4.3	1.1	-0.6	-0.1	0.6	90.3	-16.1
> Cc1cc2cc(C(c3nnnn3C(C)(C)C)N(Cc3ccco3)CC3CCCO3)c(=O)[nH]c2cc1C (stereo unspecified)
  -8.2	-5.2	0.99	6.5	1.1	-0.1	1.9	3.1	96.0	5.2
> Cc1cccn2c(CN(C)CC3Cc4ccccc4O3)c(C(=O)N3CCCCC3)nc12 (stereo unspecified)
  -3.9	-2.9	0.92	13.9	1	-0.1	-0.1	-1.3	93.9	2.9
> Nc1nc(-c2cccnc2)nn1C(=O)COc1ccccc1
  -8.1	11.0	0.9	-14.1	1.1	-0.7	-0.4	-6.1	96.5	-11.0

The final two records of the part before come first, to join the parts:
Under each structure – FLuc inh counter	APP 5'UTR act	NF-kB neuron act	G6PDH CS	FLuc act counter	Hsp70 activator	Redox H2O2 prof	HMGR II inh	STAT1 activator	APP 5UTR inh
> Cc1cccn2c(CN(C)CC3Cc4ccccc4O3)c(C(=O)N3CCCCC3)nc12 (stereo unspecified)
  -3.9	-2.9	0.92	13.9	1	-0.1	-0.1	-1.3	93.9	2.9
> Nc1nc(-c2cccnc2)nn1C(=O)COc1ccccc1
  -8.1	11.0	0.9	-14.1	1.1	-0.7	-0.4	-6.1	96.5	-11.0
> COc1cc(S(=O)(=O)NC2CCCC2)c(OC)cc1Cl
  -2.4	4.1	1.08	0.1	1	-0.3	0.2	1.4	98.2	-4.1
> COc1ccc(CC(=O)c2ccc(OC)c(OC)c2C)cc1OC
  0.6	15.4	1.12	1.9	1	-0.1	0.0	-7.3	94.5	-15.4
> O=c1c2ccccc2n(Cc2ccc(Cl)cc2)c(=O)n1Cc1ccco1
  -4.8	-15.9	0.88	2.2	1	-0.2	-1.1	-6.9	95.9	15.9
> Cc1nnc(N(C)C(=O)Cc2ccc3c(c2)OCO3)s1
  -2.9	18.2	1.3	10.2	1	-0.1	2.2	-6.5	108.6	-18.2
> OCCC1CN(Cc2ccccc2O)CCN1CCc1ccccc1 (stereo unspecified)
  -2.2	13.5	1.18	15.0	1	-0.3	-0.2	-3.0	102.0	-13.5
> Cc1ccc2c(c1)sc1nc(=O)n(-c3ccc(Cl)cc3)c(=O)n12
  -3.6	-7.2	1.39	-3.8	1	-0.1	-5.2	0.0	98.9	7.2
> Cc1ccc(NS(=O)(=O)c2cc(C(=O)NCc3ccccn3)ccc2Cl)cc1C
  -5.7	14.3	0.78	10.9	1.1	-0.1	-3.9	-8.3	98.7	-14.3
> CCN(CC)C(=O)c1c(C)nc2ccccn12
  -1.3	-3.8	1.15	0.7	1	-0.5	-0.1	-4.6	77.8	3.8
> COC(=O)c1cc2c(cc1NC(=O)CSCCc1ccccn1)OCO2
  -4.1	3.1	1.07	-3.7	1	-0.2	-2.4	0.1	100.6	-3.1
> COc1ccc(-c2nc(-c3cccc(C)c3)[nH]c(=O)c2C#N)cc1
  -8.3	-6.2	0.99	6.0	1.1	0.1	-3.5	-0.7	107.6	6.2
> Cc1ccc(Nc2nc(N)nc(CSCCO)n2)cc1
  8.7	57.1	2.11	9.1	0.9	-0.1	1.8	-3.1	121.3	-57.1
> Brc1nnc2n1-c1ccccc1Sc1ccccc1-2
  -1.0	11.9	1.23	1.4	1	-0.4	-0.9	-5.4	90.4	-11.9
> O=C(CSc1ncnc2c1cnn2-c1ccc(Cl)cc1)NCc1ccc2c(c1)OCO2
  -3.5	12.2	1.58	16.1	1	-0.5	0.3	-5.9	99.9	-12.2
> CCOC(=O)c1c(NC(=O)CSc2ncnc3[nH]ncc23)sc2c1CCC(C)C2 (stereo unspecified)
  -5.0	21.4	1.1	-8.6	1.1	0.0	-0.1	1.1	94.6	-21.4

Source: PubChem
